proCasp7 act = counter-screen: procaspase-7 (human) activation; P55210; recombinant procaspase-7, Ac-DEVD-pNA absorbance 405 nm; D23A/D198A/D206A triple mutant, cannot self-cleave; scale: DMSO 0, 5 µM enzyme 100; activation, % at 8.5 µM; 330,000 tested, 0.093% active; AID 463210;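 active = percent activation above the screen-wide mean plus 3 SD, cut at about 25% in these data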
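System: Uncleavable procaspase-7 mutant enzyme; Amount: 2 µM procaspase-7 mutant as dispensed; Schedule: 1 h compound preincubation, 2 h substrate cleavage, 25 °C; Measured by: 405 nm absorbance of p-nitroaniline; Evaluation: percent activation from buffer-corrected 0–120 min absorbance change; Control set: low DMSO alone, high DMSO plus 5 µM PC-7.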
LAP4-GFP MLPCN = modulators of TOR pathway LAP4-GFP in S. cerevisiae. S. cerevisiae LAP4-GFP multiplex, flow cytometry GFP, 3 h; median GFP as percent of DMSO wells. GFP response vs DMSO, % at 10 µM. 320,000 tested, 0.34% active. AID 2023;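 active = GFP response vs DMSO above a set limit, about the screen mean plus 3 SD, cut at about 150% in these data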
proCasp3 act = activators of human procaspase-3; recombinant procaspase-3 D3A, Ac-DEVD-pNA absorbance 405 nm; activation, % at 8.5 µM; 330,000 tested, 0.11% active; P42574;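 active = activation above the mean of all tested compounds plus 3 SD, cut at about 21% in these data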;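 note: 0% = DMSO alone and 100% = DMSO wells spiked with extra 5 µM PC-3 D3A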
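material = Procaspase-3 D3A mutant | probe or stimulus = Ac-DEVD-pNA | compound = single dose, 8.5 µM nominal compound, 0.8% DMSO | timing = 1 h preincubation, 2 h reaction | measured by = 405 nm absorbance of p-nitroaniline, reads at 0 and 120 min | benchmarks = DMSO-only low control, 5 µM PC-3 D3A high control | repeats = singlicate, each compound tested once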
GASC-1 inh = human JMJD2C demethylase inhibition. GST-JMJD2C(1-420) H3K9me3 demethylation, DELFIA europium. inhibition, % at 2.35 µM. 330,000 tested, 0.069% active. AID 2099;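 active = more than half of a compound's replicate wells show inhibition beyond 50%, single wells judged on their own value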;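 note: signal counts dimethyl H3K9 product captured on neutravidin plate; 0% = median of DMSO wells and 100% = 0.3 times that DMSO median; strong numbers were not always called active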
RPL19A-GFP yeast = modulators of TOR pathway RPL19A-GFP in S. cerevisiae; S. cerevisiae RPL19A-GFP strain, flow cytometry, 3 h; hits give low values; AID 2025; percent response vs DMSO, % at 10 µM; 330,000 tested, 0.3% active;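 active = percent response vs DMSO below 50%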;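 note: median channel GFP fluorescence of the barcoded RPL19A-GFP strain; ratio of sample median GFP to plate DMSO average so 100% = DMSO; lower means less RPL19A-GFP as with rapamycin TOR inhibition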
Yeast superoxide = yeast age-related superoxide inhibition as caloric restriction mimetic | superoxide response (% of plate mean), % at 10 µM | AID 2690 | S. cerevisiae aged cells, superoxide DHE fluorescence; hits give low values | 330,000 tested, 0.18% active;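 active = superoxide response under a set limit, about three screen SD below normal, cut at about 65% in these data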;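 note: yeast aged for seven days with compound at 30 °C before DHE staining; 100% = average MFI of all compound-treated wells on the plate with controls excluded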
AHR act = activators of human aryl hydrocarbon receptor; activation, % at 5 µM; P35869; AHR-responsive luciferase reporter cells, luminescence; 320,000 tested, 2.5% active; in the data active = activation above about 47%;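 note: 0% = vehicle wells and 100% = reference agonist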
Target sequence (P35869 whole entry, looked up): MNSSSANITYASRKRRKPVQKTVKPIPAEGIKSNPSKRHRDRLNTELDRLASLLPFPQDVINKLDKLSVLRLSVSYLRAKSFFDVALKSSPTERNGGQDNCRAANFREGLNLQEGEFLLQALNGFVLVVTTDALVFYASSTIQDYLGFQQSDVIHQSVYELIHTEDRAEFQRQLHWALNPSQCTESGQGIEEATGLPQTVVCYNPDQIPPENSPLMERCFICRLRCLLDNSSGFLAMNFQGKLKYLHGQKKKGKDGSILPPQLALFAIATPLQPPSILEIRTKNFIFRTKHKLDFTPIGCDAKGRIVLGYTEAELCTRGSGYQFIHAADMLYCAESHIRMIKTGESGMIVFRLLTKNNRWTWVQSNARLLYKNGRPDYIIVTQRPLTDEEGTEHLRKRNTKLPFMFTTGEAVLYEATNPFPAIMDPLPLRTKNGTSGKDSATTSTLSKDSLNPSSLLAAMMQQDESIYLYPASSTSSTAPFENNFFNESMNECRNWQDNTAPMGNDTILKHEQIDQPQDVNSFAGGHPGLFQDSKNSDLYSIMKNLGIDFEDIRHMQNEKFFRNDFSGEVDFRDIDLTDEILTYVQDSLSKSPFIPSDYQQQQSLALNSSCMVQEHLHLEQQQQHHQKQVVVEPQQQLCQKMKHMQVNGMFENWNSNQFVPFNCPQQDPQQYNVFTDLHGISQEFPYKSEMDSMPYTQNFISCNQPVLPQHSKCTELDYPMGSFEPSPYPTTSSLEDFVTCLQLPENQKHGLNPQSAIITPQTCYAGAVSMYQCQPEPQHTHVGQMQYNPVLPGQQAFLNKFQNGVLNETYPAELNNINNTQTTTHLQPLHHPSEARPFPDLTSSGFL
MEP2-GFP yeast = modulators of TOR pathway MEP2-GFP in S. cerevisiae; GFP response vs DMSO, % at 10 µM; S. cerevisiae MEP2-GFP strain, flow cytometry GFP, 3 h; 100% = DMSO control level; 330,000 tested, 0.51% active;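 active = GFP response versus DMSO above a set limit, roughly screen mean plus 3 SD, cut at about 180% in these data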;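 note: median GFP fluorescence of the barcode-gated MEP2-GFP cells per well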
* marks the source's active call; other numbers are inactive results; nt = not tested or not shown; [ ] = remark or other dose.

entry	canonical_smiles	Yeast superoxide	MEP2-GFP yeast	AHR act	GASC-1 inh	proCasp3 act	LAP4-GFP MLPCN	proCasp7 act	RPL19A-GFP yeast
1	CCOC(=O)Cn1nnc(-c2cccc(OC)c2)n1	113	100	1	15	3	105	-8	97
2	CCOc1ccc2cc(C3CC(c4ccco4)=NN3S(C)(=O)=O)c(Cl)nc2c1 (stereo not given)	83	96	1	10	11	109	2	94
3	CN(C(=O)CC1C(=O)NCCN1Cc1cccc(F)c1F)C1CCOCC1 (stereo not given)	105	104	1	7	1	105	6	99
4	CCCCN(C(=O)Oc1ccccc1)C1CCS(=O)(=O)C1 (stereo not given)	94	95	-4	8	-1	106	3	95
5	CCN(CC)Cc1c(O)ccc2c(=O)c(-c3ccc4c(c3)OCCO4)coc12	89	182*[may fluoresce violet]	-3	9	4	86[may fluoresce violet]	-1	38*[may fluoresce violet]
6	COc1ccccc1/C=C/C(=O)OCC(=O)Nc1ccccc1Sc1ccccc1	105	106	2	-2	0	92	-2	101
7	CN(CC(=O)Nc1ccc(F)cc1)CC(=O)NC1CCCCC1	102	96	0	-6	11	95	7	99
8	O=C1CC(NCc2ccc(F)cc2)C(=O)N1c1ccccc1 (stereo not given)	99	94	-2	-31	0	94	1	86
9	Cc1ccc(-n2nc(C)c3c(C)c(CCC(=O)NCC4CCCO4)c(=O)n(C)c32)cc1 (stereo not given)	98	92	19	21	6	95	-9	91
10	O=C(CS(=O)c1ccc(Br)cc1)N1CCOCC1 (stereo not given)	87	104	0	10	0	105	0	103
11	COCCNC(=S)Nc1cccc2cnccc12	91	70	1	-36	2	105	9	98
12	CC(OC(=O)c1ccc(-n2cnnn2)cc1)C(=O)NCc1ccccc1 (stereo not given)	103	94	0	0	9	104	2	101
13	Cc1cccc(C)c1NC(=O)/C(C#N)=C/c1cccs1	96	92	0	-14	6	97	5	93
14	CCOC(=O)n1c(=O)n(C)c2ccc(Br)cc21	94	95	-6	-9	5	105	5	92
15	CC(Sc1nc2c(cc1C#N)CCCCC2)C(=O)O (stereo not given)	113	101	1	46	3	106	-16	97
16	COc1ccccc1C(=O)NCCC(=O)N(C)CC(=O)Nc1ccc(Cl)cc1	84	93	3	-1	4	104	3	99
17	CC(=O)CSc1nnc2cc(C)c3ccccc3n12	96	93	21	14	-1	98	0	94
18	CCOc1ccc(C(=O)NCC2CCCO2)cc1OCC (stereo not given)	93	99	0	-3	10	105	-3	97
19	CCC(C(=O)NC(C)(C)C)N(Cc1cccs1)C(=O)CNS(=O)(=O)c1ccccc1 (stereo not given)	115	104	1	-2	-1	108	3	97
20	COC(=O)C(NC(=O)CCC(=O)N[C@@H](C(=O)OC)c1ccccc1)c1ccccc1 (stereo not given in full)	105	90	-3	-24	1	107	4	98
21	CCC(C)NC(=O)CO/N=C/c1ccc(C(=O)OC)cc1 (stereo not given)	93	100	0	-1	2	99	3	101
22	O=S(=O)(N/N=C/c1cccnc1)c1ccc(Cl)c(Cl)c1	84	102	2	-11	-5	121	3	99
23	Cn1cc(Br)c(C(=O)NNC(=O)c2cccc(Br)c2)n1	101	103	12	5	5	100	10	103
24	CC1CCN(C(=O)C2CCN(S(=O)(=O)c3cnc[nH]3)CC2)CC1	113	106	0	3	4	100	-1	96
25	NC[C@@H]1O[C@H](O[C@H]2[C@@H](O)[C@H](O[C@@H]3[C@@H](O)[C@H](N)C[C@H](N)[C@H]3O[C@H]3O[C@H](CO)[C@@H](O)[C@H](O)[C@H]3N)O[C@@H]2CO)[C@H](N)[C@@H](O)[C@@H]1O	88	91	-1	-1	-9	99	8	100
26	Cc1cc(C)n2nc(SCc3ncc(-c4ccccc4)o3)nc2n1	104	103	-1	5	-3	105	9	95
27	Cc1[nH]c2ccccc2c1C(=O)C(=O)NCc1ccco1	111	95	-5	3	-5	91	1	98
28	COC(=O)c1nn(-c2ccccc2)c(=O)cc1O	94	100	0	-16	7	103	0	96
29	COc1cc(-c2c(NC(=O)c3ccco3)oc3c(C)cccc3c2=O)cc(OC)c1OC	72	107	-1	34	5	103	0	100
30	Cc1ccc2nc(N3CCN(C(=O)c4cccs4)CC3)c(C#N)cc2c1	96	95	19	9	2	102	4	93
31	Cc1ccc(C2CC(c3ccccc3C)n3nc(N)nc3N2)cc1 (stereo not given)	101	105	0	-2	9	104	-1	98
32	CCc1ccc(NC(=O)CSc2nc(O)cc(=O)n2C2CCCC2)cc1	75	110	6	1	5	95	-1	106
33	O=C(CSc1nc2ccccc2o1)N/N=C/c1ccc(O)c(O)c1	102	111	9	-4	-3	117	-3	96
34	COc1cccc2c(=O)n(CC(=O)Nc3ccc(F)cc3)ccc12	99	108	5	-3	6	96	7	101
35	COc1ccc(/C=C(/NC(=O)c2ccco2)C(=O)Nc2ccc(C(C)=O)cc2)cc1	91	107	4	-30	4	92	8	103
36	Cc1cc(Oc2ccc(=O)n(C)n2)nc(Oc2ccc(=O)n(C)n2)n1	123	103	-3	4	4	101	9	101
37	C[C@@H]1CN([C@H](C)CO)C(=O)c2cccc(NS(=O)(=O)c3cccs3)c2O[C@H]1CN(C)Cc1ccccc1	97	100	0	-7	-4	94	-2	99
38	OC1(Cc2cc(-c3ccccc3)no2)CCN(CCCc2ccccc2)CC1	97	108	0	2	6	87	17	99
39	COc1ccc(CCNC2=NCCS2)cc1OC	100	102	2	-1	11	109	4	94
40	COc1cccc(-n2nc(-c3ccnn3-c3ccc(F)cc3)c(=O)n(C)c2=O)c1	96	101	-6	-1	-9	98	2	100
41	COc1ccc(C(=O)C2CCCN(C(=O)CCc3ccccn3)C2)c(C)c1 (stereo not given)	93	96	1	-2	-2	99	0	98
42	CCN(CC)S(=O)(=O)c1ccc(NC(=O)c2ccc(NS(C)(=O)=O)cc2)cc1	105	87	1	-2	4	94	-8	91
43	CCN1CCN(c2ccc(S(=O)(=O)N3CCOCC3)cc2NC(=O)/C=C/c2ccc(OC)cc2OC)CC1	88	104	2	5	7	114	6	98
44	COC(=O)CN(C#N)c1nc(C)cc(C)n1	95	101	-1	-4	-5	95	0	99
45	COc1cc([N+](=O)[O-])ccc1NC(=O)Cc1ccc(F)cc1	96	107	-1	-11	2	92	4	99
46	CN(/C=C/C(=O)C(F)(F)F)Cc1ccccc1	100	102	-1	18	7	95	2	97
47	CC(SCc1cn2cc(Cl)ccc2n1)C(=O)O (stereo not given)	98	115	5	3	0	95	19	86
48	C=CCSc1nc2ccccc2n1C(=O)/C=C/c1cc(OC)c(OC)c(OC)c1	109	105	3	-2	-1	107	-8	100
49	C/C(=N/NS(=O)(=O)c1ccccc1)c1c[nH]c2ccccc12	97	102	nt	0	nt	74	nt	115
50	CC(C)NC(=S)NNc1nc2ccccc2s1	103	109	9	6	-26	98	-33	97
51	c1ccc(OCCSc2nnnn2-c2ccccc2)cc1	93	92	1	-2	6	85	5	91
52	COc1ccccc1NC(=O)c1ccc2c(c1)C(=O)N(c1ccccc1OC)C2=O	93	98	-3	-3	-1	82	8	104
53	CCOc1ccc(NC(=O)CN(C)C(=O)Cn2c(=O)cnc3ccccc32)cc1OCC	103	98	9	nt	-4	107	-9	99

Entries above containing an aryl thioether with sulfur outside any ring:
entry	canonical_smiles	Yeast superoxide	MEP2-GFP yeast	AHR act	GASC-1 inh	proCasp3 act	LAP4-GFP MLPCN	proCasp7 act	RPL19A-GFP yeast
6	COc1ccccc1/C=C/C(=O)OCC(=O)Nc1ccccc1Sc1ccccc1	105	106	2	-2	0	92	-2	101
15	CC(Sc1nc2c(cc1C#N)CCCCC2)C(=O)O (stereo not given)	113	101	1	46	3	106	-16	97
17	CC(=O)CSc1nnc2cc(C)c3ccccc3n12	96	93	21	14	-1	98	0	94
26	Cc1cc(C)n2nc(SCc3ncc(-c4ccccc4)o3)nc2n1	104	103	-1	5	-3	105	9	95
32	CCc1ccc(NC(=O)CSc2nc(O)cc(=O)n2C2CCCC2)cc1	75	110	6	1	5	95	-1	106
33	O=C(CSc1nc2ccccc2o1)N/N=C/c1ccc(O)c(O)c1	102	111	9	-4	-3	117	-3	96
48	C=CCSc1nc2ccccc2n1C(=O)/C=C/c1cc(OC)c(OC)c(OC)c1	109	105	3	-2	-1	107	-8	100
51	c1ccc(OCCSc2nnnn2-c2ccccc2)cc1	93	92	1	-2	6	85	5	91
